# CHT block – inhibitors of human choline transporter CHT. High affinity choline transporter 1 (Homo sapiens), Q9GZV3. CHT-expressing cells, membrane potential dye, choline response; stronger effect = lower value. B-score at 10 µM. 310,000 compounds, 0.86% hits. AID 488975, 2010;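 active = B-score over 3 SD under the library average, and starting fluorescence ratio not unusually high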;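 note: choline stimulus applied at its EC90 after an EC20 pre-addition; B-score computed on integrated fluorescence ratio after choline addition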
# Target sequence (Q9GZV3 whole entry, looked up): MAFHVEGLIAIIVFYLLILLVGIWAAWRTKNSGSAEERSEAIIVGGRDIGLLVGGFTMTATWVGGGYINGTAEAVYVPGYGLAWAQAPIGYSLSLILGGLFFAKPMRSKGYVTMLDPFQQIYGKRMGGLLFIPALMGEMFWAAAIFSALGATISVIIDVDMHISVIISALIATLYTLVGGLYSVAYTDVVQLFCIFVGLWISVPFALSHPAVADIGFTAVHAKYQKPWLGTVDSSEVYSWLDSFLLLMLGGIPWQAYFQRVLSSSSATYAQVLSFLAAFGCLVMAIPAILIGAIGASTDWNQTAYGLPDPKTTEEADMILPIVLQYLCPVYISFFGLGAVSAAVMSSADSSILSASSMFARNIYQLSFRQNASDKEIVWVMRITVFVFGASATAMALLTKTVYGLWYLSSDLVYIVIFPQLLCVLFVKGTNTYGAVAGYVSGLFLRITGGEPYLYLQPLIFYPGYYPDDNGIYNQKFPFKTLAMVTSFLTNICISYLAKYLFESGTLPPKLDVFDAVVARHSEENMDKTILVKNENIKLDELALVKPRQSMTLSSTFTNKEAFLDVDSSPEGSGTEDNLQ
# CHT PAM – CHT positive allosteric modulators, primary screen, cell-based, membrane potential dye, choline EC20. High affinity choline transporter 1 (Homo sapiens), Q9GZV3. CHT-expressing cells; stronger effect = higher value; LV-AA mutant CHT in HEK293 cells. B-score at 10 µM. 310,000 compounds, 0.49% hits. AID 488977, 2010;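 active = initial fluorescence not abnormally high and integrated response B-score, plate-corrected, over 3 SD above library mean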
# STK33 inh – inhibitors of purified STK33 kinase, primary screen, biochemical, ADP-Glo luminescence, homogeneous, cell-free | MBP phosphorylation | AID 2661, 2010 | inhibition, % at 10 µM | 320,000 compounds, 0.073% hits;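 active = inhibition at or above 25%, using the most active replicate where run in duplicate; inactive = inhibition below 25%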
# Target sequence (Q9BYT3 whole entry, looked up): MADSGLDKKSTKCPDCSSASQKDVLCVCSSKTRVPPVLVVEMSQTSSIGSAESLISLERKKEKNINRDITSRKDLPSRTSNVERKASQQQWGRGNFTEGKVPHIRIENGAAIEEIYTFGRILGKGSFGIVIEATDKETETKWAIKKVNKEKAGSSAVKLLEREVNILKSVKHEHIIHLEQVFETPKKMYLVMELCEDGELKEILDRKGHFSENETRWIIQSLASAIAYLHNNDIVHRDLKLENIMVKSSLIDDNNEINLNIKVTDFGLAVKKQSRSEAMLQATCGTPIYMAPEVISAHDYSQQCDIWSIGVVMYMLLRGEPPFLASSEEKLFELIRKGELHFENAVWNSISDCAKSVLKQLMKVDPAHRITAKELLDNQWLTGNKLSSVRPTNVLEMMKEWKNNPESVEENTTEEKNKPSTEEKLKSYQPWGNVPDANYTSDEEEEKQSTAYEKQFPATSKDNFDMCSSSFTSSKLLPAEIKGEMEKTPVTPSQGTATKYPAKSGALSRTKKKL
# * = called active by the depositor; i = inactive; / = no result given.
No.	Molecule	CHT block	CHT PAM	STK33 inh
1	CSc1cccc(NC(=O)CC2Oc3ccccc3NC2=O)c1 (stereo not given)	i	i	-1.1
2	O=C(CC1CCCCC1)Nc1nc2ccccc2s1	i	i	-1.3
3	Nc1ccc([N+](=O)[O-])cc1C(=O)NNC(=O)c1ccco1	i	i	-0.8
4	Cc1c(Cl)cccc1NC(=S)NCCc1ccc(S(N)(=O)=O)cc1	i	i	-2.6
5	COc1ccc(C[C@H]2CN3C(=NC[C@@H]3C(C)C)N2CCNC(=O)CCC2CCCCC2)cc1	i	i	-0.1
6	CCCN(CC(=O)Nc1ccccc1C)C(=O)c1ccc(S(=O)(=O)N2CCCCC2)cc1	i	i	-1.8
7	O=C(NC(Cc1ccccc1)C(=O)NCCc1ccccn1)c1cccs1 (stereo not given)	i	i	1.0
8	C=CCN(c1ccccc1)S(=O)(=O)c1cccc(C(=O)Nc2cc(C)ccn2)c1	i	i	-0.8
9	CN(Cc1ccccn1)Cc1nc(COc2ccccc2)no1	i	i	-1.0
10	O=C(NCc1nc2ccccc2[nH]1)C1=C[C@H](c2coc3ccccc3c2=O)C[C@H](OCc2ccc(CO)cc2)O1	i	i	0.2
11	O=C(CSc1nc(-c2ccccc2)nn1C(=O)c1ccccc1)Nc1cccc([N+](=O)[O-])c1	i	i	-1.2
12	O=C(C1CCCCC1)N(Cc1ccccc1)c1ccccn1	i	i	-0.9
13	CCc1ccccc1NC(=O)c1cc2ncc(Br)cn2n1	i	i	-1.1
14	CCCn1cnc2c(=S)nc(N)[nH]c21	i	i	0.7
15	COc1ccc(CCNC/C=C/c2ccccc2)cc1	i	i	-0.9
16	CCN1C(=O)CC(C(=O)OC)=C1C	i	i	-0.8
17	COc1ccccc1NNC(=O)C(O)(c1ccccc1OC)c1ccccc1OC	i	i	-1.6
18	CCOC(=O)C(C(C)=O)C(c1ccc(OC)cc1)C(C(C)=O)C(=O)OCC (stereo not given)	i	i	-1.1
19	CCn1cc(C(=O)NCCCN2CCCCCC2)c(=O)c2cc(S(=O)(=O)N3CCc4ccccc4C3)ccc21	i	i	2.5
20	CC1CCCC(NC(=O)COC(=O)c2cccc(NS(=O)(=O)/C=C/c3ccccc3)c2)C1C (stereo not given)	i	i	-0.6
21	O=C(NCC1CCCO1)c1ccc(COc2ccc(Cl)cc2)cc1 (stereo not given)	i	i	-1.2
22	CN(C)C(CNC(=S)Nc1cccc(Cl)c1)c1cccnc1 (stereo not given)	i	i	/
23	CC1C(=O)C(C)C(c2cccc(Br)c2)NC1c1cccc(Br)c1 (stereo not given)	i	i	-0.7
24	CN(C)S(=O)(=O)n1cc(/C=C(\NC(=O)c2ccccc2)C(=O)N2CCCC2)c2ccccc21	i	i	-0.6
25	COc1ccc(C(=O)/C=C/C(=O)N(Cc2ccccc2OC)C(C(=O)NC2CCCCC2)c2ccncc2)c(O)c1 (stereo not given)	i	i	-3.2
26	O=C(CSc1ccc2nnc(-c3cccnc3)n2n1)Nc1ccc(F)cc1F	i	i	0.5
27	Cc1ccccc1Nc1nc(N)nc(CSc2nnc(C)n2C)n1	i	i	-1.0
28	O=C(Nc1cccnc1)C1CCN(S(=O)(=O)c2cccs2)CC1	i	i	/
29	COc1cc2c(c(OC)c1OC)-c1ccc(OC)c(=O)cc1[C@@H](NC(C)=O)CC2	i	i	-0.7
30	COc1cc(C(C)=O)ccc1OCC(O)CN1CCN(c2cc(C)cc(C)c2)CC1 (stereo not given)	i	i	0.0
31	CC1(C)c2[nH]c3ccccc3c2C[C@@H]2C(=O)N(c3cc(F)ccc3F)C(=O)N21	i	i	-1.1
32	O=C(NC1CCCCC1)c1n[nH]c2c1CC(c1ccccc1)CC2 (stereo not given)	i	i	0.2
33	CCOC(=O)N1CCC(NC(=O)Cn2nc(-c3ccccc3)ccc2=O)CC1	i	i	1.2
34	O=C(CCCSc1nc(-c2ccco2)cc(C(F)(F)F)n1)Nc1ccc2c(c1)OCO2	i	i	-1.2
35	COc1ccc(NC(=O)C(CC(C)C)NS(=O)(=O)c2ccc3c(c2)CCN3C(C)=O)cc1OC (stereo not given)	i	i	0.2
36	Cc1nn2c(Nc3ccc(F)cc3)c3c(nc2c1-c1ccccc1)CCC3	i	i	-0.4
37	Cc1nccn1CCC1CCCCN1C(=O)CCc1nnc(-c2ccsc2)o1 (stereo not given)	i	i	-1.0
38	COc1ccc(CSc2nnc(-c3ccncc3)n2C)cc1F	i	i	0.4
39	CN(Cc1ccccc1)c1oc(COc2ccccc2F)nc1C#N	i	i	-1.0
40	Cc1nn(Cc2ccccc2)c(Cl)c1C(=O)NCCc1ccccc1	i	i	0.2
41	COCCNC(=O)COc1cccc2c1OC(C)(C)C2	i	i	-1.8
42	CCOC(=O)NC(=O)c1cn(C(CC)CO)c(=O)[nH]c1=O (stereo not given)	i	i	/
43	COc1ccccc1NC(=S)Nc1ccccc1F	i	i	0.0
44	CN1CCN(C(=O)CN2C(=O)COc3ccc(S(=O)(=O)N4CCOCC4)cc32)CC1	i	i	/
45	O=C(N=c1ccn(-c2nc3ccccc3nc2NS(=O)(=O)c2ccccc2)cc1)c1cccs1	i	i	0.0
46	CCCCn1c(N)c(N(CCOC)C(=O)CN2C(=O)c3ccccc3C2=O)c(=O)[nH]c1=O	i	i	-0.4
47	Cc1ccc(C(=O)O/N=C2\CCSc3ccc(C)cc32)cc1	i	i	-0.9
48	COC(=O)c1sc(NC(=O)CSc2nc3cccnc3n2C)nc1C	i	i	-1.6
49	CNc1nc2ccccc2n1/N=C/c1cccc(OC)c1OC	i	i	-0.5
50	COc1ccc(NC(=O)CN(C)C(=O)Cc2ccc3c(c2)CCC3)cc1	i	i	-1.3
51	C=CCCC(=O)N1CCC(Oc2cccc(C(=O)NCc3ccccn3)c2)CC1	i	i	-1.2
52	O=C1CN(C(=O)c2ccco2)c2ccccc2N1	i	i	-0.2
53	C=CCOc1ccccc1/C=N/NC(=O)Cc1ccccc1	i	i	-0.6
54	N#CCC(=O)N/N=C\c1cc(Br)ccc1OC/C=C/c1ccccc1	i	i	-0.4
55	O=C(c1ccc(Nc2cccc(C(F)(F)F)c2)nc1)N1CCCC1	i	i	-1.2
56	COc1ccccc1N1CCN(C(=S)Nc2ccc(S(=O)(=O)N3CCOCC3)cc2)CC1	i	i	-1.8
57	Cc1ccccc1OCc1nnc2c3cnn(C)c3ncn12	i	i	-1.5
58	Cc1ccc(CNS(=O)(=O)c2ccc3oc(C(=O)O)c(C)c3c2)cc1	i	i	0.2
59	COC(=O)c1cc(-n2cccc2)ccc1N1CCOCC1	i	i	2.8
60	CCOC(=O)Nc1ccc2c(c1)N(C(=O)CCN(CC)CC)c1ccccc1S2=O (stereo not given)	i	i	2.7

# Entries 59 to 60, quoted:
No.	Molecule	CHT block	CHT PAM	STK33 inh
59	COC(=O)c1cc(-n2cccc2)ccc1N1CCOCC1	i	i	2.8
60	CCOC(=O)Nc1ccc2c(c1)N(C(=O)CCN(CC)CC)c1ccccc1S2=O (stereo not given)	i	i	2.7

# Next section:
No.	Molecule	CHT block	CHT PAM	STK33 inh
61	COCCN(Cc1cc2cc3c(cc2nc1Cl)OCO3)C(=O)c1ccc(C)cc1	i	i	-2.2
62	C=CCSc1nnc(NC(=O)c2cccc(S(=O)(=O)N3CCOCC3)c2)s1	i	i	-0.4
63	O=C(Nc1cccc(F)c1)NC1(C(=O)N2CCC(O)CC2)CCCCC1	i	i	-0.3
64	CN1CCC(=O)N([C@H](CSc2ccc(Br)cc2)Cc2ccccc2)CC1	i	i	0.0
65	CC(=O)c1c(C)[nH]c(C)c1C(C)=O	i	i	-1.1
66	N#CCc1nn(Cc2ccc(F)cc2)c(=O)c2ccccc12	i	i	-0.9
67	CC(NC(=O)C(Cc1ccccc1)n1cccc1)c1ccccc1 (stereo not given)	i	i	-1.4
68	COC(CNC(=O)Cc1c(C)nc2c(-c3ccccc3)c(C)nn2c1C)OC	i	i	-2.5
69	COc1cccc(-n2cc3c(c2-c2ccccc2)c(=O)n(C)c(=O)n3C)c1	i	i	-0.4
70	COc1ccc(N=C2SC(C(N)=O)CC(=O)N2Cc2ccc3c(c2)OCO3)cc1 (stereo not given)	i	i	5.0
71	O=C(O)Cn1c(SCc2cccc3ccccc23)nc2ccccc21	i	i	-0.3
72	O=C(c1ccco1)N1CCN(CC(=O)N2c3ccccc3CCc3ccccc32)CC1	i	i	-0.3
73	N#C/C(=C/c1ccc(O)c([N+](=O)[O-])c1)C(=O)Nc1ccccc1	i	i	5.5
74	C=CCNCCCOc1ccc(Cl)cc1Br	i	i	0.7
75	Cc1cc(C)cc(NC(=O)CSc2nnc(NC(=O)C3CC3)s2)c1	i	i	-1.1
76	COc1ccccc1/C=C/C1=NC(=C\C=C/c2ccccc2)/C(=O)O1	i	i	-1.8
77	O=C(Nc1ccc2c(c1)OCCO2)Nc1ccc2c(c1)OCO2	i	i	-1.1
78	COC(=O)/C(N=Nc1cccc(C(F)(F)F)c1)=C(\C)O	i	i	-1.9
79	COc1cccc(-c2cc3nc4c(c(NCC(C)(C)CN(C)C)n3n2)CCCC4)c1	i	i	2.3
80	Cc1noc(C)c1CSc1ccc2ccccc2n1	i	i	1.2
81	CCC(C)(CCNC(=O)Cc1ccccc1)c1ccccc1OC (stereo not given)	i	i	-0.1
82	NC(=O)[C@@H]1CCCN1Cc1nc(-c2ccccc2)no1	i	i	-0.7
83	CC1CCCN(c2ccc(N)cc2C(N)=O)C1 (stereo not given)	i	i	-0.6
84	COc1ccc2c(c1)c(C(=O)CNc1nc(C)cs1)c(C)n2C	-4.98*	i	-0.6
85	Cc1ccc(C(=O)NN2C(=O)C3C4C=CC(C5CC45)C3C2=O)cc1 (stereo not given)	i	i	-1.6
86	CCCOC(=O)NC1C(NC(=O)OCCC)N(C)C(=O)N1C (stereo not given)	i	i	-1.3
87	COc1ccc(-n2cnnc2SCC(=O)N2CCN(c3ccccc3)CC2)cc1	i	i	1.4
88	O=C(NCCNc1ccccc1[N+](=O)[O-])c1cc(F)c(F)cc1Cl	i	i	-0.1
89	CCC(C(=O)N1CCN(S(C)(=O)=O)CC1)c1ccccc1 (stereo not given)	i	i	-0.4
90	O=C(Nc1ccc(C(F)(F)F)cc1)c1ccc(NC(=O)C2CCCO2)cc1 (stereo not given)	i	i	-0.2
91	NS(=O)(=O)c1ccc(CNC(=O)c2cccnc2Cl)cc1	i	i	2.7
92	CC1CN(Cc2nc3ccccc3c(=O)[nH]2)CC(C)O1 (stereo not given)	i	i	-0.1
93	Cc1ccc(NC(=O)[C@H](Cc2ccccc2)NC(=O)[C@@H]2Cc3ccccc3CN2)c(C)c1	i	i	0.0
94	COc1cc(/C=C/C(=O)Nc2cc(C(F)(F)F)ccc2Cl)cc(OC)c1OC	i	i	-1.7
95	Cc1cc2oc(=O)cc(COC(=O)c3n[nH]c4ccccc34)c2cc1C	i	i	-2.1
96	CCOC(=O)C1=C(COC(=O)CCOc2ccc(C)cc2)NC(=O)NC1C (stereo not given)	i	i	0.9
97	COc1ccc(NC(=O)Nc2nnc(Cc3ccc(F)cc3)s2)cc1	i	i	-1.7
98	CCc1nnc(NC(=O)CCC(=O)NC2CCCCC2)s1	i	i	-1.0
99	CC(C)CN(C(=O)c1cc2ccccc2o1)c1c(N)n(CC(C)C)c(=O)[nH]c1=O	i	i	-2.8
100	COc1ccc(S(=O)(=O)NNC(=O)Nc2ccc(C)cc2)c(OC)c1	i	i	-0.4

# Arranged by value in STK33 inh (descending): some entries from above
no.	SMILES	CHT block	STK33 inh
96	CCOC(=O)C1=C(COC(=O)CCOc2ccc(C)cc2)NC(=O)NC1C (stereo not given)	i	0.9
81	CCC(C)(CCNC(=O)Cc1ccccc1)c1ccccc1OC (stereo not given)	i	-0.1
90	O=C(Nc1ccc(C(F)(F)F)cc1)c1ccc(NC(=O)C2CCCO2)cc1 (stereo not given)	i	-0.2
83	CC1CCCN(c2ccc(N)cc2C(N)=O)C1 (stereo not given)	i	-0.6
98	CCc1nnc(NC(=O)CCC(=O)NC2CCCCC2)s1	i	-1.0
86	CCCOC(=O)NC1C(NC(=O)OCCC)N(C)C(=O)N1C (stereo not given)	i	-1.3
94	COc1cc(/C=C/C(=O)Nc2cc(C(F)(F)F)ccc2Cl)cc(OC)c1OC	i	-1.7

# Additional records follow.
No.	Molecule	CHT block	CHT PAM	STK33 inh
101	COc1cc(/C=C/C(=O)c2ccc(C)c([N+](=O)[O-])c2)cc(OC)c1O	i	i	-0.1
102	CCOc1ccc(CC2NCCc3cc(OCC)c(OCC)cc32)cc1OCC (stereo not given)	i	i	-1.3
103	CCC(C)NC(=O)c1ccc(CNS(=O)(=O)c2ccc3c(c2)C(C)(C)C(=O)N3C)cc1 (stereo not given)	i	i	-0.7
104	CCOc1ccc(N2C(=O)C3CC(C)=C(C)CC3C2=O)c([N+](=O)[O-])c1 (stereo not given)	i	i	-0.8
105	COc1cc(C(CC(=O)Nc2cccc(C)n2)N2Cc3ccccc3C2=O)cc(OC)c1OC (stereo not given)	i	i	0.2
106	Cn1c(=O)[nH]c(=O)c2c1nc1n2CCS1	i	i	-0.8
107	Cc1nnc(SCC(=O)Nc2ccc(N3CCN(S(C)(=O)=O)CC3)cc2)o1	i	i	0.8
108	COc1cc(CN2CCC(C(N)=O)CC2)ccc1OCc1ccccc1	i	i	-1.0
109	Cc1cc(C)c(Nc2ncccc2C(=O)O)c(C)c1	i	i	-1.3
110	COc1ccc(N(C(C)C(=O)N/N=C/c2cccnc2)S(C)(=O)=O)cc1 (stereo not given)	i	i	0.2
111	CC(CCN1CCN(c2ccccn2)CC1)c1ccccc1 (stereo not given)	i	i	-2.7

# Part of the list above in a different format.
(110) COc1ccc(N(C(C)C(=O)N/N=C/c2cccnc2)S(C)(=O)=O)cc1 (stereo not given)
(111) CC(CCN1CCN(c2ccccn2)CC1)c1ccccc1 (stereo not given)
Compound	110	111
CHT block	i	i
CHT PAM	i	i
STK33 inh	0.2	-2.7

# High-throughput results (PubChem)
